Screening data (PubChem)
TEAD-YAP block: TEAD-YAP interaction inhibition | actives 1.4% (n = 640,000) | inhibition, % at 9.12 µM | HEK-TIYL cells, TEAD-Gal4/YAP UAS-luciferase luminescence; in the data active means inhibition above about 32%;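 further: 0% = median of test compound wells and 100% = reference inhibitor wells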
FBW7 activator: human FBW7 E3 ligase activation, primary screen | actives 0.13% (n = 650,000) | normalized activity (activation), % at 26.1 µM | AlphaScreen FBW7–phospho-cyclin E peptide binding, activator screen; in the data active means normalized activity above about 1.9%;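 further: purified mutant Fbw7 with reduced substrate affinity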
GPR151 ag: human GPR151 activation | Q8TDV0 | PathHunter beta-arrestin GPR151 cells, luminescence | activation, % at 11.2 µM | actives 1% (n = 650,000) | AID 1508602; in the data active means activation above about 4.9%;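 further: 0% = median of compound wells and 100% = cells with positive control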
Target sequence (Q8TDV0 whole entry, looked up): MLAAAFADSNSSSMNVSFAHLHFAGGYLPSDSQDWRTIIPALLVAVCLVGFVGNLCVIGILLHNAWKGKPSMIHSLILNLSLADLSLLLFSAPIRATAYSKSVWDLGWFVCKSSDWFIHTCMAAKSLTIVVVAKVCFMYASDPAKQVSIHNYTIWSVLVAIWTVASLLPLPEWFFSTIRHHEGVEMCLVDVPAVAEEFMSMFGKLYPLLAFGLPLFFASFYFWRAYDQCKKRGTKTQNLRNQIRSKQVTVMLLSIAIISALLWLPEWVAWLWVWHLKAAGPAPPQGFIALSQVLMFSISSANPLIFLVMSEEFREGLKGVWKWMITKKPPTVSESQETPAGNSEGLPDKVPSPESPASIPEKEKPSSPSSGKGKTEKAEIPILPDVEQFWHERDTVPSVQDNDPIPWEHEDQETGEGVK
MITF inh: blocks human microphthalmia-associated transcription factor; AlphaScreen MITF homodimerization, bead proximity signal; O75030; inhibition, % at 2.6 µM; actives 0.91% (n = 650,000); AID 1259374; in the data active means inhibition above about 50%;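 further: 0% = vehicle wells with protein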
Target sequence (O75030 whole entry, looked up): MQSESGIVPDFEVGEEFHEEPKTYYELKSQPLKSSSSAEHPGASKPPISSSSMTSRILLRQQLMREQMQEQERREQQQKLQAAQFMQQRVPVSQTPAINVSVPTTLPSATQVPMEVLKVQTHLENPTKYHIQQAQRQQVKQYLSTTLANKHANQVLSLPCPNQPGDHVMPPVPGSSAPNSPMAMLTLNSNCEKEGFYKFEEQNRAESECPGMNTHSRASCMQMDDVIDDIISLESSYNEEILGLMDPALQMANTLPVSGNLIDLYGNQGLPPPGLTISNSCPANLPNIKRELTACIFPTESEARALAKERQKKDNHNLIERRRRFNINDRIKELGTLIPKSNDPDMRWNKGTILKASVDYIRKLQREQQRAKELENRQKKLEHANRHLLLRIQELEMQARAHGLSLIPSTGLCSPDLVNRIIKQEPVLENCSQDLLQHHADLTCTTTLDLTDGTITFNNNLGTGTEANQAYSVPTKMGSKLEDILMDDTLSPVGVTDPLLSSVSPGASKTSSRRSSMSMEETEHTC
* marks the source's active call; other numbers are inactive results.

SMILES | TEAD-YAP block | FBW7 activator | GPR151 ag | MITF inh
CCOc1ccccc1N1CCN(Cc2ccc(C(=O)NCC3CCCO3)c(=O)[nH]2)CC1 (stereo not drawn) | -1 | 0.0 | -0.3 | 2
O=C1Nc2cc(C(=O)N3CCC(N4CCCCC4)CC3)ccc2Nc2ccccc21 | -1 | -0.1 | 0.0 | 4
COc1ccc(C2Oc3c(OC)cccc3C3CC(c4ccc(F)cc4)=NN32)cc1 (stereo not drawn) | -30 | 0.3 | 0.7 | 5
CS(=O)(=O)N(CC(=O)Nc1ccc(F)cc1)c1ccccc1F | -10 | -0.2 | -0.5 | -7
Cc1c(C(C)C)c(N2CCN(C)CC2)n2c(nc3ccccc32)c1C#N | 2 | 1.7 | -0.3 | 12
CCOc1ccccc1OCC(=O)Nc1ccc2ccccc2c1 | -25 | -0.1 | 3.0 | -6
CCOC(=O)C1CCCN(C(=O)c2ccc(-n3c(=S)[nH]c4ccccc4c3=O)cc2)C1 (stereo not drawn) | 11 | 0.0 | 0.6 | -7
O=C(NNS(=O)(=O)c1ccc(Cl)c([N+](=O)[O-])c1)c1ccccc1O | -8 | -0.1 | 4.0 | -7
Cc1nc2c(-c3cccs3)c(C)nn2c(NCCO)c1C | -7 | 0.1 | -0.8 | 1
Cc1cccc(NS(=O)(=O)c2cccc(S(=O)(=O)c3ccccc3)c2)c1 | 6 | 0.1 | 1.3 | 9
CCOC(=O)C1=C(c2ccccc2)N=c2s/c(=C\c3cc(C)n(-c4ccc(C(=O)O)cc4)c3C)c(=O)n2C1c1ccc(F)cc1 (stereo not drawn) | 7 | 0.1 | -2.0 | 6
Cc1ccc(-n2c(SCC(=O)Nc3nccs3)nc3ccsc3c2=O)cc1C | -5 | -0.2 | -0.9 | -2
COc1ccc(/C=C2/SC(N3CCN(c4cccc(C)c4)CC3)=NC2=O)cc1 | 4 | -0.1 | 3.6 | 18
O=C(COC(=O)c1ccccn1)Nc1cccc(Cl)c1Cl | 11 | -0.3 | -0.1 | 7
Cc1cc(/C=C2/NC(=O)N(c3ccccc3)C2=O)c(C)n1Cc1ccccc1 | -9 | 0.0 | -0.1 | -5
Cc1cc2cc(C#N)c(SCC(=O)N3CC(=O)Nc4ccccc43)nc2cc1C | 0 | 0.2 | -0.9 | 8
Cc1ccc(CN[C@H]2C[C@H]3C(=O)N[C@@H](Cc4c[nH]c5ccccc45)C(=O)N3C2)cc1F | -10 | 0.0 | 0.5 | -10
Cc1ccccc1C(=O)N1CCN(c2ccc([N+](=O)[O-])c(NC3CC3)c2)CC1 | 5 | -0.3 | -1.1 | 3
Cc1ccc(C(C(=O)NC2CCCCC2)N(C(=O)c2ccno2)c2ccccc2)o1 (stereo not drawn) | -3 | 0.0 | 0.7 | 13
COc1ccc(N2CCN(c3ncnc4c3c(-c3ccccc3)cn4-c3cccc(C)c3)CC2)cc1 | 8 | -0.2 | 0.6 | -5
O=C(O)CN1C(=O)/C(=c2\sc3nc4ccccc4n3c2=O)c2ccccc21 | -5 | 0.3 | -0.3 | 17
CC(C)CCN1CC[C@@H]2[C@H](CCCN2C(=O)CCc2nc3ccccc3s2)C1 | -9 | 0.0 | -0.6 | -25
OC(CN1CCOCC1)Cn1cnc2c(SCc3ccccc3)ncnc21 (stereo not drawn) | 0 | 0.0 | 6.0* | 9
Cc1ccc(NC(=O)CCC(=O)O)c(C)c1 | -5 | 0.0 | -0.3 | 12
Cc1ccc(C2NC(C(=O)O)CS2)cc1[N+](=O)[O-] (stereo not drawn) | -6 | 0.0 | 0.9 | 1
CCc1cc2c(=O)c(-c3ccc4c(c3)OCCO4)coc2cc1O | -21 | 0.1 | -0.3 | 17
COCCNC(=O)NC1CC(=O)N(c2ccc(C)c(C)c2)C1 (stereo not drawn) | -5 | 0.0 | -0.2 | -1
Cc1cs/c(=N\C(=S)Nc2ccccc2)n1C | -44 | 0.0 | -0.3 | -3
COc1ccc(N(CC(=O)NCCSC(C)(C)C)S(=O)(=O)c2ccccc2)cc1 | -5 | 0.4 | -1.9 | 8
Cc1ccc2c(c1)N(CCCC(=O)Nc1ccccc1Br)C(=O)CO2 | 6 | -0.1 | -0.5 | 5
CCOc1cc(S(=O)(=O)NCc2cccs2)ccc1Cl | -2 | 0.8 | -1.7 | 17
Cc1nc(-c2ccccc2)sc1C(=O)Nc1ccc2c3c(cccc13)CC2 | -2 | 0.0 | -1.1 | 13
COC(=O)CSC1=C(C#N)C(c2ccccc2)C(C(=O)Nc2ccccc2OC)=C(C)N1 (stereo not drawn) | 9 | -0.1 | 0.0 | 3
O=C(c1ccccc1)c1cc(Cl)cc2c1NC(c1cccc3ccccc13)C1CC=CC21 (stereo not drawn) | 0 | -0.1 | -0.1 | 10
O=C(c1ccccc1)C(CCCCC(CN1CCCCC1)C(=O)c1ccccc1)CN1CCCCC1 (stereo not drawn) | -1 | -0.7 | 2.0 | 2
CCOC(=O)CNC(=O)c1cc2cc(Br)ccc2oc1=O | -8 | 0.1 | 1.7 | -8
CCNC(=O)C1CCN(S(=O)(=O)c2ccc(OC)cc2)CC1 | 5 | 0.2 | 0.1 | 6
O=C(Nc1cccnc1Cl)C(O)(c1ccccc1)c1ccccc1 | 5 | 0.0 | -0.8 | 11
CCc1ccccc1NC(=O)C(=O)N/N=C/c1ccc(I)cc1 | 2 | 0.0 | 0.2 | 4
COc1ccc(C(=O)/C=C/c2cccs2)c(OC)c1 | -81 | 0.1 | -0.2 | 10
c1ccc(CCn2nnnc2CN2CCCc3ccccc32)cc1 | 15 | 1.2 | 0.0 | 4
Cc1ccc(CNC(=O)CCC2CCCN(S(=O)(=O)C(C)C)C2)o1 (stereo not drawn) | 7 | 0.3 | -1.8 | 5
Cc1cccc(OS(=O)(=O)c2cn(C)c(=O)n(C)c2=O)c1C | -1 | -0.2 | -1.2 | 1
Cn1nccc1Nc1ncc(C(=O)NCc2ccccc2)s1 | 1 | 0.3 | -0.8 | 10
Cc1ccc(/C=C/C2=NC(=C\c3cccc4ccccc34)/C(=O)O2)cc1 | -10 | 0.0 | 1.6 | 2
COc1ccc(C(C)C)cc1S(=O)(=O)NCc1ccccc1 | 5 | 0.1 | 1.2 | 11
Cc1cc(Oc2cc(NC(=O)c3sc4ncn(Cc5ccccc5Cl)c(=O)c4c3C)cc([N+](=O)[O-])c2)ccc1Cl | 0 | 0.3 | -1.6 | -1
CCOC(=O)C(=CNc1ccc(S(N)(=O)=O)cc1)C(=O)OCC | 8 | -0.1 | 1.4 | 0
Cc1sc2nc(C(C)C)n3c(=O)n(Cc4cccnc4)nc3c2c1C | -6 | -0.1 | 0.0 | -12
CCCN(C(=O)Cn1ncc2c(=O)oc3ccccc3c21)c1ccccc1F | -1 | 0.0 | 0.8 | 9
CCCOc1cccc(-c2nc3c([nH]2)c(=O)n(C)c(=O)n3C)c1 | 11 | 0.4 | -0.2 | 11
CCC(=O)Nc1ccc(I)cn1 | 5 | 0.1 | -0.2 | 13
Cn1nnnc1SCC(=O)Nc1cccc(O)c1 | -5 | -0.1 | -0.8 | 14
COc1ccc(CC2(CCC(=O)N(C)Cc3c(C)n[nH]c3C)CCC(=O)N2)c2ccccc12 (stereo not drawn) | 9 | 0.2 | -0.4 | 14
CCCN1C(=O)S/C(=C\c2ccc(O)c([N+](=O)[O-])c2)C1=O | 2 | 0.3 | -2.0 | 13
COc1ccc(N2C(=O)CC(Cc3cc(C)cc(C)c3)C2=O)cc1 (stereo not drawn) | -3 | 0.0 | 0.0 | -5
CCCCCCC(=O)Nc1ccc(Br)cn1 | -31 | -0.1 | -0.9 | -3
O=C1CCCC(=O)N1c1ccc(NC2CCCc3ccccc32)c([N+](=O)[O-])c1 (stereo not drawn) | -3 | -0.3 | 0.3 | 8
Cn1c(=O)n(C)c2cc(C(=O)NC3(c4ccc(F)cc4)CCCC3)ccc21 | -4 | -0.1 | 0.6 | -2
COc1cccc(C2(O)CCN(C(=O)c3ccccc3C(=O)O)CC2)c1 | 27 | -0.2 | 0.4 | -5

A different layout for some results above.
Each structure is followed by: TEAD-YAP block | FBW7 activator | GPR151 ag | MITF inh
- Cn1nccc1Nc1ncc(C(=O)NCc2ccccc2)s1
    1 | 0.3 | -0.8 | 10
- Cc1ccc(/C=C/C2=NC(=C\c3cccc4ccccc34)/C(=O)O2)cc1
    -10 | 0.0 | 1.6 | 2
- COc1ccc(C(C)C)cc1S(=O)(=O)NCc1ccccc1
    5 | 0.1 | 1.2 | 11
- Cc1cc(Oc2cc(NC(=O)c3sc4ncn(Cc5ccccc5Cl)c(=O)c4c3C)cc([N+](=O)[O-])c2)ccc1Cl
    0 | 0.3 | -1.6 | -1
- CCOC(=O)C(=CNc1ccc(S(N)(=O)=O)cc1)C(=O)OCC
    8 | -0.1 | 1.4 | 0
- Cc1sc2nc(C(C)C)n3c(=O)n(Cc4cccnc4)nc3c2c1C
    -6 | -0.1 | 0.0 | -12
- CCCN(C(=O)Cn1ncc2c(=O)oc3ccccc3c21)c1ccccc1F
    -1 | 0.0 | 0.8 | 9
- CCCOc1cccc(-c2nc3c([nH]2)c(=O)n(C)c(=O)n3C)c1
    11 | 0.4 | -0.2 | 11
- CCC(=O)Nc1ccc(I)cn1
    5 | 0.1 | -0.2 | 13
- Cn1nnnc1SCC(=O)Nc1cccc(O)c1
    -5 | -0.1 | -0.8 | 14
- COc1ccc(CC2(CCC(=O)N(C)Cc3c(C)n[nH]c3C)CCC(=O)N2)c2ccccc12 (stereo not drawn)
    9 | 0.2 | -0.4 | 14
- CCCN1C(=O)S/C(=C\c2ccc(O)c([N+](=O)[O-])c2)C1=O
    2 | 0.3 | -2.0 | 13
- COc1ccc(N2C(=O)CC(Cc3cc(C)cc(C)c3)C2=O)cc1 (stereo not drawn)
    -3 | 0.0 | 0.0 | -5
- CCCCCCC(=O)Nc1ccc(Br)cn1
    -31 | -0.1 | -0.9 | -3
- O=C1CCCC(=O)N1c1ccc(NC2CCCc3ccccc32)c([N+](=O)[O-])c1 (stereo not drawn)
    -3 | -0.3 | 0.3 | 8
- Cn1c(=O)n(C)c2cc(C(=O)NC3(c4ccc(F)cc4)CCCC3)ccc21
    -4 | -0.1 | 0.6 | -2
- COc1cccc(C2(O)CCN(C(=O)c3ccccc3C(=O)O)CC2)c1
    27 | -0.2 | 0.4 | -5

Continuation:
SMILES | TEAD-YAP block | FBW7 activator | GPR151 ag | MITF inh
CCCCS(=O)(=O)NCCNc1ccc(C)nn1 | -4 | 0.1 | -1.0 | -6
CC(NC(=O)c1ccc2c(c1)S(=O)(=O)c1ccccc1C2=O)C1CC2CCC1C2 (stereo not drawn) | -11 | -0.1 | 0.5 | 0
CC(=O)Nc1cccc(-c2nc3cc(C)c(C)cc3o2)c1C | 15 | -0.1 | -1.9 | -13
Cc1ccc(-n2nc3ccc(NC(=O)c4cc([N+](=O)[O-])ccc4Br)cc3n2)cc1 | 10 | -0.3 | -0.1 | -2
CCCCNS(=O)(=O)c1ccc(NC(=O)Cc2ccc(Br)cc2)cc1 | 12 | -0.1 | 0.1 | 6
OCC1OC(Nc2ccccn2)C(O)C(O)C1O (stereo not drawn) | -5 | 0.3 | 2.0 | -5
CCc1nnc(NS(=O)(=O)c2ccc(NC(=O)c3cccc4ccccc34)cc2)s1 | 6 | 0.1 | 1.6 | 14
CCCC(CCC)C(=O)Nc1c2c(nc3c1CCC3)CCCC2 | 4 | 0.1 | 0.3 | 11
C=CCn1c(SCC(=O)NCc2ccco2)nc2sc(C)c(C)c2c1=O | 12 | 0.0 | 1.0 | 10
Cc1ccc(CSc2nc3ccccc3c(=O)n2CCCC(=O)NCc2ccccc2)c(C)c1 | -1 | 0.1 | -1.0 | -1
COc1ccc(OCCCC(=O)Nc2ccccc2Cl)cc1 | 0 | 0.4 | -2.2 | 10
COC(=O)c1nnn(CC(=O)Nc2ccc(F)cc2)c1C(=O)OC | 3 | 0.0 | -0.9 | -20
CCOC(=O)/C(CC(=O)C(C)(C)C)=N/NC(=O)c1cccc([N+](=O)[O-])c1 | 6 | 0.1 | -0.4 | 9
O=C1CC(c2c[nH]c3ccccc23)C(=O)N1c1ccccc1 (stereo not drawn) | -2 | 0.2 | -0.3 | 6
CC1=NOC(=O)/C1=C/c1ccc(-c2ccccc2)o1 | 29 | -0.1 | -1.1 | 17
CN(CC(=O)NC1CC1)S(=O)(=O)c1cc(Cl)ccc1Cl | -1 | -0.1 | -0.7 | 5
O=C(CCn1c(SCc2cc(=O)n3cc(Cl)ccc3n2)nc2cc3c(cc2c1=O)OCO3)N1CCN(c2ccccc2)CC1 | -7 | -0.1 | -0.7 | 5
COc1ccc(S(=O)(=O)N2CCCOC2CNC(=O)C(=O)NCCO)cc1 (stereo not drawn) | 6 | 0.0 | 0.4 | 2
O=C(O)c1ccccc1-c1nc2ccc([N+](=O)[O-])cc2[nH]1 | 17 | 0.0 | -7.6 | 15
Cc1cccc(C(=O)Nc2ccccc2CO)c1 | -12 | 0.0 | -5.2 | 5
CC(=O)c1ccc(OCC(=O)NCC2Cc3cc(F)cc(-c4nc(C)cnc4C)c3O2)cc1 (stereo not drawn) | 7 | -0.3 | 0.5 | 7
CCc1ccc(C2=NC(c3ccc(SC)cc3)NC(c3ccccc3O)C2)cc1 (stereo not drawn) | -63 | -0.1 | 1.0 | 8
COc1ccccc1C(=O)Nn1cnc2ccccc2c1=O | -54 | 0.0 | -0.2 | -2
CS(=O)(=O)CCC(C(=O)OCc1cccc([N+](=O)[O-])c1)N1C(=O)c2ccccc2C1=O (stereo not drawn) | -4 | 0.2 | 2.5 | 3

An unsorted share of the library. About 3.4% of those tested had a hit in this group.
